From PubChem BioAssay
S3 lipid droplet: qHTS Assay for Lipid Storage Modulators in Drosophila S3 Cells; Drosophila S3 cells, BODIPY lipid droplet fluorescence, 18-24 h; cells fed with added oleic acid; lipid storage change, negative = inhibition, % at the top dose, mostly 46.1 µM; hits show Potency in µM; 0.64% of 320,000 active; active means well fitted inhibition curve with a large enough effect in the signal ratio, with a control signal flat, not every such curve was filed as active; inconclusive means small, poorly fitted or top-dose-only effect, or effect the other way, or a change in a side signal; the % refers to the signal ratio
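Drosophila S3 cells got compounds at several concentrations plus oleic acid (400 uM solution). Laser-scanning cytometry with 488 nm excitation read lipid droplets at 500-530 nm and cells at 575-640 nm. Percent activity was relative to 20 uM Triacsin C.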
S3 lipid droplet cell count max: recorded beside S3 lipid droplet, whose call it bears; cell number change, %; measured here: cell count max response;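 cells counted by Cell Tracker Red CMTPX staining in the red channel; peak over a dose series mostly up to 46.1 µM; percent activity relative to internal control wells on each plate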
An asterisk follows results filed as active; i = inactive; ? = inconclusive; / = no result given. On the % scale 0 is the no-effect control and ±100 the full control effect; potency means the concentration at half of the fitted maximal effect.

SMILES	S3 lipid droplet	S3 lipid droplet cell count max
C=CCn1c(SCC(=O)Nc2ncc(Cc3cc(C(F)(F)F)ccc3Cl)s2)nnc1-c1ccncc1	?	/
O=C(Nc1cnc2ccccc2c1)c1cccnc1	?	/
O=C(COC(=O)c1ccco1)Nc1ccc([N+](=O)[O-])cc1Cl	?	/
O=C(CN1CCN(C(c2ccccc2)c2ccccc2)CC1)NC(=O)NCc1ccco1	i	42
O=C(OCC(=O)N1CCc2ccccc2C1)c1cccnc1Cl	?	/
COc1ccc(S(=O)(=O)N2CCN(C(=O)Cc3cccs3)CC2)cc1	2%	13
Cc1ccc(NCC(=O)c2ccc(C)cc2)cc1	?	/
O=c1oc2ccccc2c2c1C(c1ccc(Cl)cc1)Nc1ccc3ccccc3c1-2 (stereo not given)	?	/
CCOc1ccc(C2c3[nH]c4ccccc4c3CCN2CCCn2cccn2)cc1 (stereo not given)	-11%	-10
COc1ccc(CN2CCNC(=O)C2CC(=O)O)c(OC)c1 (stereo not given)	?	/
CC(C)CN(C(=O)COC(=O)c1ccccc1Sc1ccccc1C#N)C1CCS(=O)(=O)C1 (stereo not given)	?	/
CC(=O)CSc1nc(N(C)C)nc(N(C)C)n1	?	/
COc1cc(NS(=O)(=O)c2ccc(Nc3nc(-c4cccc([N+](=O)[O-])c4)cs3)cc2)nc(OC)n1	?	/
COc1ccc(-n2cnnc2SCC(=O)Nc2nc(C)c(Cl)cc2Cl)cc1	?	/
CC(=O)Nc1cccc(Cl)c1C(=O)O	-7%	1
COc1ccc(-c2nnc(SCC(=O)N3CCN(c4ccccc4)CC3)o2)cc1OC	19%	2
Cc1ccccc1CNC(=O)Cc1cccs1	8%	10
CCc1nnc(NC(=O)CSc2nnc(CSc3nc(C)cc(C)n3)o2)s1	7%	10
O=C(CN1CCN(c2ccccn2)CC1)NCCc1ccccc1	?	/
O=C(Nc1ccc(N2CCOCC2)cc1)C1(c2ccc(Cl)cc2)CCC1	?	/
Cc1cc2oc3c(c(=O)c2cc1C)C(c1ccc(F)cc1)N(CCCN1CCOCC1)C3=O (stereo not given)	1%	-1
Cc1cccc(N2CCN(C(=O)C3CCN(S(=O)(=O)c4cccc5nsnc45)CC3)CC2C)c1 (stereo not given)	?	/
CCCOC(=O)C1=C(C)NC2=C(C(=O)CC(C)(C)C2)C1c1ccc(N(C)C)cc1 (stereo not given)	?	/
Cc1ccc(C(C)C)c(OCCN2C(=O)NC(C)(C)C2=O)c1	?	/
CCOc1ccc(NC(=O)CC2C(=O)N(c3ccccc3)C(=O)N2CCc2cccs2)cc1 (stereo not given)	?	/
CCC(C)(C)NC(=O)CN(Cc1cccs1)C(=O)CNS(=O)(=O)c1ccc(F)cc1	-3%	0
CN(C)S(=O)(=O)c1ccc2c(c1)nc(CCC(=O)Nc1ccc3c(c1)OCO3)n2C	?	/
C/C(Cc1ccccc1)=N\NC(=O)CNC(=O)c1ccc(F)cc1	?	/
O=C(NCc1ccc(Cl)cc1)c1ccccc1CCc1ccccc1	-2%	-7
O=C(O)CC1CCS(=O)(=O)C1 (stereo not given)	?	/
COc1ccc(C(=O)Nc2cccc(-c3csc(C)n3)c2)cc1S(=O)(=O)N1CCCC1	?	/
O=C(COC(=O)c1ccccc1Nc1ccccc1)NCc1ccccc1	-12%	-22
COC(=O)c1cc(S(=O)(=O)NCc2ccc(Br)cc2)c[nH]1	i	-11
Cc1ccc(-c2nc3ccccc3c(=O)n2CCN2CCOCC2)cc1	?	/
CCCNCc1cc(OC)c(OCCC)cc1Cl	-3%	-23
Cc1cc(=O)[nH]c(N/N=C/c2c(O)n(-c3ccccc3)c(=O)c3ccccc23)n1	6%	-8
COc1ccc(/C=C/C(=O)O)cc1S(=O)(=O)Nc1ccc2c(c1)OCO2	?	/
CCOC(=O)N(C)OC(=O)Nc1ccc(Cl)c(Cl)c1	15%	-19
COc1cccc(CNc2ccc([N+](=O)[O-])cc2Cl)c1O	?	/
Cc1cc(NC(=O)c2c(Cl)cccc2Cl)no1	-1%	1

Among those listed so far, 8 contain two or more sulfur atoms:
SMILES	S3 lipid droplet	S3 lipid droplet cell count max
C=CCn1c(SCC(=O)Nc2ncc(Cc3cc(C(F)(F)F)ccc3Cl)s2)nnc1-c1ccncc1	?	/
COc1ccc(S(=O)(=O)N2CCN(C(=O)Cc3cccs3)CC2)cc1	2%	13
CC(C)CN(C(=O)COC(=O)c1ccccc1Sc1ccccc1C#N)C1CCS(=O)(=O)C1 (stereo not given)	?	/
COc1cc(NS(=O)(=O)c2ccc(Nc3nc(-c4cccc([N+](=O)[O-])c4)cs3)cc2)nc(OC)n1	?	/
CCc1nnc(NC(=O)CSc2nnc(CSc3nc(C)cc(C)n3)o2)s1	7%	10
Cc1cccc(N2CCN(C(=O)C3CCN(S(=O)(=O)c4cccc5nsnc45)CC3)CC2C)c1 (stereo not given)	?	/
CCC(C)(C)NC(=O)CN(Cc1cccs1)C(=O)CNS(=O)(=O)c1ccc(F)cc1	-3%	0
COc1ccc(C(=O)Nc2cccc(-c3csc(C)n3)c2)cc1S(=O)(=O)N1CCCC1	?	/

Back to the main list, starting three compounds before the break.
SMILES	S3 lipid droplet	S3 lipid droplet cell count max
CCOC(=O)N(C)OC(=O)Nc1ccc(Cl)c(Cl)c1	15%	-19
COc1cccc(CNc2ccc([N+](=O)[O-])cc2Cl)c1O	?	/
Cc1cc(NC(=O)c2c(Cl)cccc2Cl)no1	-1%	1
CCCNC(=O)c1nc2ncc(Br)cn2n1	?	/
CCOP(=O)(OCC)c1nc(-c2cccc([N+](=O)[O-])c2)oc1N1CCCCC1	4%	12
CN1CCN(c2ccccc2/C=N/NC(=O)c2cccnc2)CC1	3%	10
COc1ccc(NC(=S)Nc2ccc(S(N)(=O)=O)cc2)c(OC)c1	4%	16
O=C(Nc1ccc(S(=O)(=O)Nc2ncccn2)cc1)c1ccccc1	8%	12
Cc1ccc(C(=O)NC2CCN(CC(=O)NCc3cccs3)CC2)cc1	?	/
CCOc1cc(CN2CCN(c3cccc(C(F)(F)F)c3)CC2)ccc1OC	?	/
CN1CCCCc2c1nc1ccccc1c2N (tested in a mixture with another compound)	?	/
NC(=O)c1ncc(C(F)(F)F)cc1Oc1ccc(C(F)(F)F)cc1	i	4
Cc1nn(C)cc1/C=N/NC(=O)c1ccc2c(c1)OCO2	?	/
O=C(O)CCN1Cc2ccccc2C1=O	?	/
Cc1ccc(NC(=O)CN(C)C(=O)c2ccc(Sc3nncn3C)c([N+](=O)[O-])c2)cc1	7%	-12
O=C(C1CCN(S(=O)(=O)c2ccc(Cl)cc2)CC1)N1CCOCC1	?	/
COc1ccc(/C(C)=N/N2CCOCC2)c(O)c1	-13%	-14
O=C(O)c1ccccc1OCCOc1ccccc1C(=O)O	?	/
Cn1c(=O)c2c(nc(N3CCNCC3)n2Cc2cccc3ccccc23)n(C)c1=O	?	/
Clc1ccc(-c2nc(-c3cc4cc(Cl)ccc4o3)cs2)cc1	-14%	-1
COc1ccc(CCNC(=O)CCS(=O)(=O)c2ccc(Br)cc2)cc1OC	2%	2
O=S1(=O)N=C(N2CCCC2)c2ccccc21	6%	8
Cc1ccc2nc(CCCc3nc4ccc(C)cc4[nH]3)[nH]c2c1	?	/
COc1ccc(NC(=O)C/C(C)=N/NC(=O)c2ccco2)c([N+](=O)[O-])c1	?	/
CCCCNC(=O)CC1N=C2c3ccccc3N=C(SCC(=O)Nc3ccccc3OC)N2C1=O (stereo not given)	?	/
CCN(C(=O)CN(C)Cc1cccc(Cl)c1Cl)c1c(N)n(Cc2ccccc2)c(=O)[nH]c1=O	-4%	2
O=C(COC(=O)c1cccc(-n2cnnn2)c1)c1ccc(Br)cc1	?	/
N#Cc1cc(C(=O)c2ccccc2OCC(=O)Nc2ccccc2Cl)cn(C2CCCCC2)c1=O	?	/
Fc1ccc(-n2c(CN3CCCCC3)n[nH]c2=S)cc1	1.6µM*	-100*
Cc1ccc(NCC(=O)Nc2cccc(F)c2)cc1S(=O)(=O)N1CCCCCC1	?	/
COc1ccc(C2C(C#N)=C(N)Oc3cc(C)[nH]c(=O)c32)c(OC)c1OC (stereo not given)	6%	0
COc1cccc(CNc2nc3ccc(C)cc3n3cnnc23)c1	?	/
COc1cc(OC)c(OC)cc1CNC(=O)c1cc(S(=O)(=O)N2CCOCC2)ccc1F	?	/
Cc1[nH]c2ccccc2c1C(=O)C(C)OC(=O)c1ccc([N+](=O)[O-])o1 (stereo not given)	?	/
Cn1cc(C=O)c2ccccc21	-13%	3
Cn1nc(C(=O)Nc2ccc(Cl)c(S(=O)(=O)N3CCOCC3)c2)c2ccccc2c1=O	?	/
O=C1/C(=C/c2cccs2)SC(=S)N1c1ccccc1	0%	-5
CC(C(=O)NCCc1ccccc1)N1c2cccc3cccc(c23)S1(=O)=O (stereo not given)	i	-25
COc1cc(-c2noc(C)c2C#Cc2ccc(N)cc2)cc(OC)c1OC	?	/
Brc1[nH]nc2ccccc12	-4%	5
O=C(COC(=O)c1ccc2c(c1Cl)C(=O)c1ccccc1C2=O)NC1CC1	?	/
CCOC(=O)c1c(C)[nH]c(C)c1C(=O)CSc1nc2ccccc2n1CCC#N	3%	4
CC1CCN(C(=O)c2ccc(NC3=C(Cl)C(=O)N(Cc4ccccc4)C3=O)cc2)CC1	?	/
CC[n+]1c(S(=O)(=O)[O-])ccc2ccc(C)cc21	1%	3
COCCCNC(=O)c1ccccc1NS(C)(=O)=O	-32%	-14
CC(=O)Nc1ccc(NC(=O)CSc2ccc(-c3ccc(-n4ccnc4)cc3)nn2)cc1	?	/
NNC(=O)c1cc(Cl)ccc1Cl	5%	15
Cc1cccc(N2CCN(C(=O)c3cc4c(=O)n(C)c5ccccc5c4n3C)CC2)c1C	?	/
Cc1cc(=O)oc2c(CN3CCCCC3)c(O)c(Cl)cc12	?	/
CSc1nc(Oc2ccc3ccccc3c2)c2sccc2n1	?	/
CC1CCCCN1Cc1nc2c(c(=O)n(C)c(=O)n2C)n1Cc1c(F)cccc1Cl (stereo not given)	?	/
Cc1ccc(Cn2ccc(NC(=O)c3cc4nc5c(c(C(F)(F)F)n4n3)CCc3ccccc3-5)n2)cc1	6%	-15
COc1ccc(-c2c3c(=O)n(C)c(=O)n(C)c3cn2Cc2ccccn2)cc1	?	/
Cc1ccc(OCC(O)CN2C(=O)NC(C)(C)C2=O)cc1 (stereo not given)	8%	1
CC(=O)c1ccn(S(=O)(=O)c2ccc(Cl)cc2)c1	6%	5
Cc1cccc(N(Cc2cc(=O)[nH]c3ccccc23)C(=O)C(C)C)c1	-11%	-8
O=C(/C=C\c1ccco1)Nc1nc(-c2ccc3ccccc3c2)cs1	-24%	-8
CC(=O)Oc1ccc2c(c1)c(C(C)=O)c(C)n2C	?	/
Cc1nc(SCC(=O)Nc2ccc(N3CCOCC3)cc2)nc(C)c1C	?	/
CCOC(=O)c1c(NC(=O)CSc2nnnn2-c2ccccc2)sc2c1CC(C)(C)NC2(C)C	?	/
COCCNC(=O)C1CCCN(c2nn3c(=O)cc(C)nc3s2)C1 (stereo not given)	-1%	0
COCCCn1c(=O)/c(=C\c2ccccc2OC(F)F)s/c1=C(/C#N)C(=O)NCCOC	?	/
c1ccc(COc2ccc(OCCCN3CCCCC3)cc2)cc1	?	/
(listing goes on)
SMILES	S3 lipid droplet	S3 lipid droplet cell count max
NS(=O)(=O)c1ccc(N/N=C/c2ccc3c(c2)OCO3)c([N+](=O)[O-])c1	?	/
CCOC(=O)c1nc(SC)n(C)c1C(=O)OCC	4%	17
CN(C(=O)CC1C(=O)NCCN1Cc1cccc(F)c1F)C1CC(C)(C)NC(C)(C)C1 (stereo not given)	-7%	3
CC12CCC3c4ccc(O)cc4CCC3C1CC(O)C2O (stereo not given)	?	/
COc1ccc(CC(=O)n2c(CC#N)nc3ccccc32)cc1OC	4%	-5
O=C(NNC(=O)c1ccccc1F)c1ccc(NS(=O)(=O)c2ccc(F)cc2)cc1	?	/
COC(=O)c1sccc1-c1ccc(C(=O)Nc2cccc(Cl)c2)o1	4%	2
Cc1ccc(C)c(N2CCN(C(=O)CCCn3c(=S)[nH]c4cc5c(cc4c3=O)OCO5)CC2)c1	i	/
CCOc1ccccc1C(=O)NCC(=O)NNC(=O)CN(C)S(=O)(=O)c1ccc(Cl)cc1	?	/
O=C(NCCc1cccc(Cl)c1)c1cccc(-n2cnnn2)c1	?	/
Cc1ncc([N+](=O)[O-])n1CCOC(=O)NC(NCc1cccnc1)C(Cl)(Cl)Cl (stereo not given)	5%	3
CSc1nnc(CNS(=O)(=O)c2ccc(Cl)cc2)n1C	?	/
Cn1c(Cn2c(=O)sc3ccccc32)nnc1SCc1ccccn1	?	/
Cc1cc(N2CCN(C3CCCCC3)CC2)nc2cccc(O)c12	6%	3
NC(=O)COc1ccc(NS(=O)(=O)Cc2ccccc2)cc1	?	/
COc1ccc(Cn2ccnc2SCC(=O)Nc2ccccc2OC)cc1	5%	5
CCc1cc(C(=O)Nc2cc(S(=O)(=O)N(C)C)ccc2C)sc1C	?	/
CCCCn1c(N)c(N(CC(C)C)C(=O)C2CCCN(C(=O)c3ccc(Cl)cc3)C2)c(=O)[nH]c1=O (stereo not given)	?	/
CCOCCCNC(=S)N1CCN(CC)CC1	2%	-5
COc1ccc(S(=O)(=O)N2CCCC(C(=O)NC3CC3)C2)cc1OC (stereo not given)	?	/
C=COCCNC(=S)Nc1cccc(Cl)c1	6%	3
O=c1c2cc(NC(=S)NC3CCCCC3)ccc2nc2n1CCCCC2	?	/
O=C(c1cc2ccccc2c(=O)o1)N1CCCCCC1	5%	7
Cc1ccc(C)c(N(CC(=O)NCc2ccccc2)C(=O)c2csnn2)c1	i	2

This is a subset (hit frequency here may not be typical).
